LGR2 antag = blocks bursicon-induced cAMP signaling via Drosophila LGR2; AID 720647; HEK293 LGR2, CRE-luciferase, bursicon-stimulated, 4 h; actives 0.35% (n = 380,000); inhibition, % at 9.99 µM;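 active = drop in luminescence signal, shown as inhibition above about 50% in the replicate tests, limit read from the data, passing the limit was not always enough; inconclusive = probably only some replicates passing the limit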;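 also: agonist challenge used bursicon conditioned medium at about half maximal strength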
S100A4 inh HTS = S100A4-myosin IIA interaction inhibition; S100A4/TAMRA-MyoIIA peptide fluorescence polarization; inhibition, % at 10.7 µM; actives 0.14% (n = 360,000); AID 652163;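 active = mean inhibition of at least 70% across replicates, with every replicate also reaching that level; inconclusive = mean inhibition reaches 70% but some replicates fall short; inactive = mean inhibition below 70%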
Target sequence (P26447 whole entry, looked up): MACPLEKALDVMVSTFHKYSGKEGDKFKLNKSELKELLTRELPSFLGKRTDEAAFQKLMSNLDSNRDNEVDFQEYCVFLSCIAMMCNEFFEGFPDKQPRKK
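Material: S100A4 monomer (human). Medium: Calcium-containing HEPES buffer, pH 7.2. Probe or stimulus: labelled myosin peptide probe, 5 nM. Compound dosing: one concentration per compound. Timing: polarization read 5 min after assay mix addition, stable 5–60 min. Benchmarks: DMSO as neutral control, TFP as positive control.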
PAX8 inh HTS = PAX8 transcriptional activity inhibition; inhibition, % at 12.6 µM; actives 1.2% (n = 360,000); RMG-I TPO-luciferase reporter, SteadyGlo, 24 h;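 active = mean replicate inhibition at least 60% with every replicate also reaching 60%; inconclusive = only one of the two criteria is met; inactive = mean below 60% and not all replicates reaching 60%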;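 also: luciferase light reporting Pax8 driven TPO promoter activity; plate controls were median of neutral control wells for no effect and mitoxantrone controls for full effect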
PglD DTNB = blocks C. jejuni PglD acetyltransferase activity | inhibition, % at 12.5 µM | actives 0.098% (n = 360,000) | purified PglD enzyme, DTNB colorimetric CoA detection; in the data active = inhibition above about 16%, passing the limit was not always enough; inconclusive = no clear call, values can overlap the other calls; also: strong numbers were not always called active
ERAP1 inh = ERAP1 (human) enzyme inhibition; recombinant ERAP1, Leu-AMC fluorescence, 60 min; inhibition, % at 10.7 µM; actives 0.15% (n = 340,000); AID 652197;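 active = mean replicate inhibition of at least 30%, or all replicates individually reaching that 30% level; inactive = mean below 30% and not every replicate reaching it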;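 also: 0% = neutral control wells and 100% = L-leucinethiol positive control wells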
Target sequence (Q9NZ08 whole entry, looked up): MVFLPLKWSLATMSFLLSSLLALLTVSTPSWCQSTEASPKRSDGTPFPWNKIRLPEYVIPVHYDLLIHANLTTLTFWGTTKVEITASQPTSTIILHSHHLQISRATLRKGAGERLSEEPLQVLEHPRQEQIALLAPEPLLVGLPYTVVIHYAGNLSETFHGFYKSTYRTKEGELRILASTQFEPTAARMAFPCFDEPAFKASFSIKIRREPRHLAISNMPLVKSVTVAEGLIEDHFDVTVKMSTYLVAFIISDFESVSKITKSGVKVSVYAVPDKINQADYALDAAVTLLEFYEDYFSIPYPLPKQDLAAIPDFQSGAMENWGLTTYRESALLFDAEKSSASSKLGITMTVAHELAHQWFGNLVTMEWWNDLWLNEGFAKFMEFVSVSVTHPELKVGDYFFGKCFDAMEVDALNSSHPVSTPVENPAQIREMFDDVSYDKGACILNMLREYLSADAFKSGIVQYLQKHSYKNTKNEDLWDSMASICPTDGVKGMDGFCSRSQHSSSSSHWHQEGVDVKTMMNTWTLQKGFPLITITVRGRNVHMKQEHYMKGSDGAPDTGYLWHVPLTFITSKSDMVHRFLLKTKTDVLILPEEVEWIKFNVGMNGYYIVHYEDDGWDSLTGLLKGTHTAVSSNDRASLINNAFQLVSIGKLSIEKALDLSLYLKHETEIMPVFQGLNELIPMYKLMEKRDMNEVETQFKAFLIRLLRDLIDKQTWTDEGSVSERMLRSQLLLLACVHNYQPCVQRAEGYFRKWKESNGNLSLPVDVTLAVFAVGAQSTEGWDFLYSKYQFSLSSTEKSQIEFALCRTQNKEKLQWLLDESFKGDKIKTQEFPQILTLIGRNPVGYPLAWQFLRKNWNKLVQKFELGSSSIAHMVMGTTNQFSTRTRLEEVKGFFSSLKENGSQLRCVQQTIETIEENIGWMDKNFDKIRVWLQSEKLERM
PGC1a acetyl inh = modulators of PGC1a acetylation | U2OS PGC1a acetylation, AlphaScreen anti-acetyl-lysine; with virally co-expressed GCN5 acetyltransferase | inhibition, % at 15.6 µM | actives 0.17% (n = 350,000);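 active = every replicate shows inhibition of at least 40%; inconclusive = mean inhibition at least 40% but some replicate below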;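 also: 0% = neutral control wells and 100% = positive control wells; some results beyond the cut were filed as inactive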
EWS-Fli inh = EWS/Fli transcriptional activity inhibition; inhibition, % at 12.6 µM; A673 NR0B1-luciferase reporter, viability-normalised; AID 651661; actives 0.67% (n = 350,000);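 active = mean inhibition of at least 50% after viability correction, with every replicate also passing that limit; inconclusive = mean reaches 50% but only one of two replicates passes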;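 also: firefly luciferase signal divided by Alamar Blue viability fluorescence both relative to DMSO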
FN deposition inh = fibronectin deposition inhibition | AH1F fibroblasts, Alexa488-fibronectin deposition fluorescence, overnight | inhibition, % at 12.6 µM | actives 0.086% (n = 350,000);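 active = mean inhibition across replicates of 30% or more, regardless of how many single replicates reach that level; inconclusive = mean under 30% yet at least half of replicates reach 30%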;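 also: positive control wells lacked labelled fibronectin entirely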
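Assay system: AH1F fibroblasts / Quantity: 10000 cells per well / Medium: DMEM plus 2% serum, read in PBS / Reagent: labelled fibronectin 24 nM / Dosing: single dose, pinned / Times: 1 h cell attachment, overnight exposure to compound and label / Signal: fluorescence, ex 485 nm, em 525 nm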
* marks the source's active call; other numbers are inactive results; ? = inconclusive; nt = no result given; & = joins results of further samples.

item	Structure	LGR2 antag	S100A4 inh HTS	PAX8 inh HTS	PglD DTNB	ERAP1 inh	PGC1a acetyl inh	EWS-Fli inh	FN deposition inh
1	COc1ccc(NC(=O)CSCc2cc(=O)n3nc(C4CC4)sc3n2)cc1	6	4	-4	3	4	-1	nt	-6
2	C[C@@H]1CCCCO[C@H](CN(C)Cc2ccc(Cl)c(Cl)c2)[C@@H](C)CN([C@H](C)CO)C(=O)c2cc(NS(=O)(=O)c3ccccc3)ccc2O1	1	-3	-25	2	-3	7	0	nt
3	CC1(C(=O)Nc2ccc3c(c2)OCO3)CCN1Cc1csc2ccccc12 (centres undefined)	6	-2	-25	1	-3	-15	-3	1
4	NCCNc1ccc([N+](=O)[O-])c(NC2CC2)c1	-10	1	14	nt	3	nt	2	-3
5	Cc1cc(C)c2nc(-c3ccccn3)cc(C(=O)NCc3ccc(S(N)(=O)=O)cc3)c2c1	4	2	26	nt	-5	-9	41	-13
6	COc1cc(/C=C/C(=O)O)ccc1S(=O)(=O)N1CCCc2ccccc21	nt	0	4	nt	-5	4	-1	3
7	CO[C@H]1CN(C)C(=O)c2ccc(NS(=O)(=O)c3cn(C)cn3)cc2OC[C@H](C)N(C)C[C@H]1C	10	17	-20	-1	2	-3	-4	3
8	O=S(=O)(Oc1ccccc1)c1cccnc1	6	-6	-20	nt	-6	nt	-8	-7
9	Cc1onc(-c2ccccc2Cl)c1C(=O)N(C)CC(=O)Nc1ccc(F)c(F)c1F	1	3	5	7	2	nt	7	-1
10	O=C(Nc1sccc1C(=O)N1CCOCC1)c1cccnc1	nt	6	nt	-3	-1	-6	5	nt
11	C[C@@H](NC(=O)C[C@H]1C=C[C@@H](NC(=O)C2CCC2)[C@H](CO)O1)c1ccccc1	-7	101*	-40	4	4	nt	1	-23
12	COc1ccccc1CNC(=O)COC(=O)c1ccc(Cl)nc1	20	2	nt	3	1	-1	0	-1
13	CNc1nc(C23CC4CC(CC(C4)C2)C3)cs1	8	4	2	nt	-3	-13	-10	-14
14	O=C(NC1CCCCC1)N1CC(=O)N2[C@H](CO)[C@H](c3ccc(-c4cccc(F)c4)cc3)[C@@H]2C1	-10	-8	16	nt	3	6	2	nt
15	CN(C)CC#Cc1ccc([C@@H]2[C@H]3CN(CC4CC4)CCCCN3[C@H]2CO)cc1	-12	-7	-20	2	0	-3	-6	nt
16	C[C@H]1CN([C@@H](C)CO)C(=O)Cc2cc(NS(=O)(=O)c3ccc(Cl)cc3)ccc2O[C@H]1CN(C)C	-6	-7	-1	0	2	2	7	nt
17	C[C@H](CO)N1C[C@H](C)[C@@H](CN(C)C(=O)Nc2ccc(C(F)(F)F)cc2)Oc2c(NC(=O)NC3CCCCC3)cccc2C1=O	31&17	2&-2	14&8	13&0	1&0	-4&-13	12&13	5&8
18	COc1ccccc1NC(=O)COc1ccc(Br)cc1CNCCCN1CCOCC1	-14	-6	-11	nt	-8	nt	7	-5
19	CCCCn1nnc(N(C(=O)c2cccs2)C(=O)c2cccs2)n1	-15	-4	-77	3	-6	-1	-60	-7
20	Cc1ccc(S(=O)(=O)Oc2ccc(C3C4=C(CCCC4=O)OC4=C3C(=O)CCC4)cc2)cc1	nt	nt	7	3	nt	43	nt	-2
21	CCCNC(=O)c1ccc(COc2ccc(Cl)cc2)o1	-2	0	9	1	-2	?	-9	-3
22	Cc1ccc(S(=O)(=O)N2CC[C@H]3[C@@H](CO)N(C)c4ccc(C#Cc5cccnc5)cc4[C@H]32)cc1	-9	nt	-9	0	nt	-20	9	6
23	O=C(CNC(=O)c1ccccc1)NCC(=O)OCC(=O)c1ccc(F)cc1	6	-2	-10	0	1	-3	8	-2
24	Cc1ccc(S(=O)(=O)NCC[C@@H]2CC[C@@H](NC(=O)Nc3ccccc3F)[C@@H](CO)O2)cc1	6	-4	-4	-1	1	7	3	nt
25	CC(C)C(NS(=O)(=O)c1ccccc1)C(=O)NC1CCCC1 (centres undefined)	3	11	0	4	-1	9	nt	4
26	CCOC(=O)N1CCC(N2C(=O)c3ccc(C(=O)NCc4ccco4)cc3C2=O)CC1	0	-4	0	4	1	nt	-2	-1
27	Cc1cc(Cl)ccc1OCCCC(=O)NCCN1C(=O)S/C(=C\c2cccnc2)C1=O	-20	1	0	-2	-2	-2	-18	-7
28	CC1(C)CC(=O)C(N=Nc2cccc([N+](=O)[O-])c2)=C(O)C1	-26	3	-9	nt	2	nt	-57	10
29	CC[C@@H](C)[C@@H]1CN([C@@H](C)CN2CCC[C@H]2CN2C(N)=NC[C@@H]2Cc2ccccc2)C(=N)N1CCCC1CCCC1	4	-11	43	-9	-10	-12	9	-3
30	O=C(C[C@H]1C=C[C@H](NC(=O)Nc2cc(F)ccc2F)[C@H](CO)O1)NCc1ccc2c(c1)OCO2	-7	-1	nt	1	-1	-7	nt	-1
31	CC(C)(C)n1nnnc1C(c1ccncc1)N(Cc1ccccc1)Cc1ccco1 (centres undefined)	nt	nt	21	-6	nt	-16	nt	0
32	O=C1C(=O)N(CCN2CCOCC2)C(c2cccnc2)/C1=C(/O)c1ccc(Cl)cc1 (centres undefined)	14	-4	0	2	7	11	3	nt
33	Cc1ccnc(NS(=O)(=O)c2ccc(NS(=O)(=O)c3cc(Cl)ccc3Cl)cc2)n1	-8	-1	-13	-1	4	nt	2	-5
34	CCN(CC)CCN1C(=O)C(=O)/C(=C(/O)c2c(C)[nH]c(C(=O)OC)c2C)C1c1ccc(C)o1 (centres undefined)	-6	3	21	nt	0	nt	4	5
35	CCC(=O)N1CC[C@@H]2[C@H](CO)Nc3ccc(C#Cc4ccc(F)cc4)cc3[C@@H]21	1	-20	-16	0	3	1	-4	16
36	CO[C@H]1CN(C)C(=O)c2cc(NC(=O)Nc3ccc(Cl)cc3)ccc2OC[C@H](C)N(C(=O)Nc2c(C)noc2C)C[C@@H]1C	-7	nt	20	4	nt	10	7	5
37	COc1ccc(N(CC(=O)N/N=C/c2ccc(C(=O)O)cc2)S(=O)(=O)c2ccc(NC(C)=O)cc2)cc1	2	-17	-22	2	4	-6	-2	nt
38	C[C@H](O)C#Cc1ccc2c(c1)O[C@@H](CN(C)CC1CCCC1)[C@H](C)CN([C@@H](C)CO)S2(=O)=O	9	12	-5	6	-7	1	-1	-3
39	O=C(CCCc1nc(-c2ccccc2Cl)no1)NC1CCCC1	-14	1	21	0	-2	-5	nt	-3
40	Cc1ccc2[nH]c(=O)c(CC(=O)O)c(-c3ccccc3)c2c1	7	1	8	4	0	1	-2	-1
41	CC(C)[C@H](NC(=O)c1ccccc1F)C(=O)Nc1ccc(F)c(F)c1	3	-3	0	-2	1	-5	2	-6
42	C[C@H](CO)N1C[C@H](C)[C@H](CN(C)Cc2ccccn2)Oc2ncc(C#Cc3cccc(F)c3)cc2C1=O	10	-8	nt	4	0	-4	4	2
43	COc1ccc(OC)c(Cc2nnc(CCC(=O)NC3CCCC3)o2)c1	-26	2	2	nt	-3	12	-18	-2
44	COCCN1C(=O)CSCC1(C)C(=O)Nc1ccc2c(c1)OCCO2 (centres undefined)	-18	-11	-10	nt	3	nt	-14	0
45	c1ccc(-c2noc(CN3CCc4sccc4C3)n2)cc1	-29	-5	1	-2	5	0	-26	-3
46	O=C(COC(=O)CNC(=O)c1ccco1)Nc1ccccc1OC(F)F	-6	-41	22	1	-2	17	15	2
47	C[C@@H]1CN([C@@H](C)CO)C(=O)c2c(c3ccccc3n2C)-c2ccccc2CO[C@@H]1CN(C)Cc1ccc(C(F)(F)F)cc1	1	-42	7	nt	-5	-38	11	-8
48	O=S(Cc1ccc(Cl)cc1)CC(O)COCc1ccc(Cl)cc1 (centres undefined)	22	nt	nt	9	nt	-7	nt	2
49	O=C(COC(=O)[C@@H]1CCCN1S(=O)(=O)c1ccc(Cl)cc1)NC1CCS(=O)(=O)C1 (some centres undefined)	-3	0	-1	4	15	nt	0	3
50	O=C(NCc1ccco1)C1(c2ccc(Br)cc2)CCCC1	10	nt	nt	0	nt	-23	nt	-4
51	C[C@H]1CCCCO[C@@H](CN(C)S(=O)(=O)c2cccs2)[C@@H](C)CN([C@@H](C)CO)C(=O)c2cc(NS(=O)(=O)c3cn(C)cn3)ccc2O1	-10	-8	19	5	3	15	-5	3
52	O=C(C[C@H]1CC[C@H]2[C@@H](COC[C@H](O)CN2C(=O)c2cccnc2)O1)NCC1CC1	-2	nt	nt	3	nt	-4	nt	4
53	COc1ccc(Cc2c(-c3ccc(F)cc3)nc3ccc(Br)cn23)c(C)c1	-64	-10	-125	3	2	1	-84	12
54	O=C(Cc1ccccc1)NCCSCc1ccco1	-11	-1	nt	-3	-1	-3	-2	nt
55	Nc1ccc(C(=O)c2ccccc2C(=O)O)cc1Cl	-11	-5	nt	-3	-4	4	10	nt
56	CCC1=NN(C(=O)Cc2ccccc2)C(O)(c2ccncc2)C1 (centres undefined)	6	-7	4	nt	5	nt	3	0
57	COc1cc(/C=N/OCC(=O)NC2CCCCC2C)ccc1OCc1ccc(Cl)cc1 (centres undefined)	-1	nt	-138	0	nt	0	nt	7
58	Cc1cnc(C(=O)Nc2ccc(N3CCCCC3)cc2)cn1	-35	-17	-153	nt	0	-29	-64	nt
59	COc1ccc(/C(N)=N/OC(=O)CN(C)S(=O)(=O)c2ccccc2)cc1	-12	-15	-11	nt	-2	4	-12	-9
60	COc1ccc(NC(=O)c2oc3ccccc3c2NC(=O)C2CC2)cc1	11	nt	nt	-1	nt	-12	nt	-2

Additional records follow.
item	Structure	LGR2 antag	S100A4 inh HTS	PAX8 inh HTS	PglD DTNB	ERAP1 inh	PGC1a acetyl inh	EWS-Fli inh	FN deposition inh
61	O=C(NCCCCCCNC(=O)c1ccccc1O)c1ccccc1O	-32	-1	10	1	-2	-5	5	-6
62	O=C(NCc1cccc(C(F)(F)F)c1)c1ccc(=O)[nH]c1	6	-6	13	0	0	nt	-12	0
63	O=C(c1c[nH]c(=O)n(-c2ccccc2)c1=O)N1CCc2ccccc21	nt	nt	4	10	nt	1	nt	2
64	CO[C@@H]1CN(C)C(=O)c2cc(NC(=O)C3CCOCC3)ccc2OC[C@H](C)N(Cc2cccnc2)C[C@H]1C	-2	15	3	-2	1	-3	-5	-1
65	O=C(c1cc(O)c(O)c([N+](=O)[O-])c1)c1ccccc1F	-3	-6	9	2	4	-2	1	6
66	O=C1NC[C@H](CCCCN2C[C@H](Cc3ccccc3)N(CCc3ccc(O)cc3)C(=O)C2=O)N(CCc2ccc(O)cc2)C1=O	-12	-3	5	nt	-8	nt	-16	-11
67	CC(C)(C)c1ccc(C(=O)Nc2ccc(Oc3cccnc3)nc2)cc1	1	-1	15	8	-6	12	-1	-9
68	COc1ccc(N2C(=O)c3ccccc3NC(=O)C2C(=O)NCCc2ccccc2F)cc1 (centres undefined)	-29	-12	-4	nt	nt	nt	-25	nt
69	O=C(O)c1[nH]c2ccccc2c1CC(=O)N1CCN(c2ccccc2)CC1	-12	3	18	nt	3	nt	10	1
70	COc1cccc(/C=N/NC(=O)CNC(=O)c2ccc(S(=O)(=O)N3CCOCC3)cc2)c1OC	-1	4	16	nt	-3	nt	1	3
71	CCc1ccc(/C=C2/SC(=S)N(CCC(=O)NCCCN3CCOCC3)C2=O)cc1	-10	-8	-8	-9	0	nt	nt	-9
